Compound activity deposited in PubChem by Sanford-Burnham Center for Chemical Genomics.
SENP1 inh – inhibitors of human SENP1 SUMO protease catalytic domain | Q9P0U3 | recombinant SENP1 catalytic domain, CyPet-SUMO1-YPet FRET cleavage | inhibition, % at 10 µM | hit rate 0.21% among 360,000 | AID 624204;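 active = inhibition at least 30% at 10 µM, raw YFP signal under a set limit, fluorescence ratio 0.5 to 1.5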;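 also: 0% = enzyme with DMSO and 100% = no enzyme wells; some results filed as inactive read as strong as hits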
Target sequence (Q9P0U3 419-644 limits assumed): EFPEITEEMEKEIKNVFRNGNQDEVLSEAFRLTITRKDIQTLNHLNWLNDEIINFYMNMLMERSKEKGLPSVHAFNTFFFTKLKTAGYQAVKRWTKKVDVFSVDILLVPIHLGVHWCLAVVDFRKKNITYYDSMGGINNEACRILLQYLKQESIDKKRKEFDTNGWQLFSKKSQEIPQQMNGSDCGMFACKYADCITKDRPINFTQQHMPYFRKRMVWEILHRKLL
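Test system: recombinant human SENP1 catalytic domain, His6-tagged / Medium: pH 8 Tris buffer with EDTA, NaCl, BME, BSA, NP40, catalase / Also added: SUMO1 FRET substrate flanked by Cypet and Ypet, 25 nM / Times: 50 min reaction at room temperature / Signal: FRET, CFP and YFP emission / Control set: no-enzyme low control and enzyme-plus-DMSO high control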
SENP8 block – blocks human SENP8 cleavage of Nedd8 substrate | Q96LD8 | recombinant SENP8, Nedd8 substrate fluorescence | inhibition, % at 20 µM | hit rate 0.64% among 360,000; in the data active = inhibition mostly above about 40%, no sharp cut-off; inactive = mostly below about 27%
Target sequence (Q96LD8 whole entry, looked up): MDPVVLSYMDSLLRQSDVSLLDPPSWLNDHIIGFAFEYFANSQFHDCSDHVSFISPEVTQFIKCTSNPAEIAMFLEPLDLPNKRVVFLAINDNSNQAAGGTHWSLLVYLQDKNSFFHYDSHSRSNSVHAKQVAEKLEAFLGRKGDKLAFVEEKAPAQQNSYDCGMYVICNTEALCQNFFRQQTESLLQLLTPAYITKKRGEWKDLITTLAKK
An asterisk follows results filed as active; i = inactive. Some of the compounds tested. The share of hits here may be higher or lower than overall.

smiles | SENP1 inh | SENP8 block
COc1ccccc1Nc1ccc2c(O)cc(S(=O)(=O)O)cc2c1 | -55 | i
CC(C)CC(=O)N1CC=CC[C@@H](c2ccc(Cl)cc2)N(Cc2ccc(Cl)cc2)C(=O)[C@@H]1Cc1ccccc1 | 1 | 16
CCOC(=O)c1ccc(NC(=O)c2ncn3c2C(=O)N[C@H](C)C3)cc1 | 0 | 9
Cn1nnc2cc(NC(=O)Nc3ccccc3F)ccc21 | 2 | 1
COC(=O)c1cccc(CN2C(=O)C(C)Oc3ccc(C)cc32)c1 (configuration not stated) | 2 | 10
Cc1ccc(C(O)c2ncc(-c3ccc(Cl)cc3)[nH]2)cc1F (configuration not stated) | -1 | 7
OCC[C@@H]1C[C@H](O)[C@@H](O)[C@@]2(OCCCc3cc(C(F)(F)F)ccc32)O1 | 0 | 21
COC(=O)c1cccc(-n2c(C)cc(/C=C3\SC(=O)NC3=O)c2C)c1 | -6 | -51
COc1ccc(NC(=O)C2Cc3c(-c4cccc(F)c4)ccnc3O2)cn1 (configuration not stated) | 1 | 4
CC(=O)N(C)c1cc([N+](=O)[O-])ccc1OCc1ccccc1 | 4 | 6
CC1=CC(C)(C)N(C(=O)CSc2nnc(N)s2)c2c(C)cc(C)cc21 | 0 | 16
O=C(NNC(=O)c1ccc2ccccc2c1)c1cccc(F)c1 | 2 | 19
Cc1cc(Br)cn2c(Cc3ccsc3)c(C3CCCCC3)nc12 | -9 | -28
c1ccc(CN2CC[C@@H](Nc3nccn4ccnc34)C2)cc1 | -5 | -10
CCCN(C)C[C@H]1Oc2ncc(Br)cc2C(=O)N([C@@H](C)CO)C[C@@H]1C | -1 | 13
N#CC1=C(Nc2ccccc2Cl)SC(c2ccncc2)NC1=O (configuration not stated) | -11 | -24
C[C@@H]1CN([C@H](C)CO)C(=O)c2cc(-c3ccc(C#N)cc3)cnc2O[C@H]1CN(C)C(=O)c1ccccc1 | 0 | -67
CCN1CCN(Cc2ccc(NC(=O)c3ccc(C)c(NC(=O)c4cncc(-c5cccs5)c4)c3)cc2C(F)(F)F)CC1 | 2 | -9
Cc1ccc(S(=O)(=O)N2CCOCC2)cc1NC(=O)COC(=O)c1cccc(Cl)c1Cl | -1 | 6
CCC(C)(C)c1ccc(Oc2ccc(N)cc2)cc1 | -3 | 7
CC(=O)Nc1ccccc1-c1ccccc1[N+](=O)[O-] | 0 | 1
C[C@]12CCC(=O)C=C1C=CC1C2CC[C@@]2(C)C1CC[C@@]21CCC(=O)O1 (some centres not stated) | -2 | -1
CC(=NNC(=S)N1CCN(c2ccccn2)CC1)c1ccccn1 | 17 | 4
O=C(CSc1nnc2ccccn12)Nc1ccccc1[N+](=O)[O-] | 2 | 13
c1ccc(OCCNc2ccn3nc(-c4ccc(OCCN5CCOCC5)cc4)cc3n2)cc1 | 0 | i
CCOc1ccc(NC(=O)CSc2nc3ccsc3c(=O)n2Cc2ccc(C(=O)O)cc2)cc1 | -2 | 16
O=C(Nc1nnc([C@@H]2C[C@H](O)[C@@H](CO)O2)s1)Nc1ccccc1Oc1ccccc1 | -2 | -9
O=c1[nH]c2cc3ccccc3cc2nc1-c1nnnn1C1CCCC1 | 70* | 24
COc1cccc(C(NC(C)=O)c2nc(-c3cccc4cccnc34)cs2)c1 (configuration not stated) | 0 | -104
C[C@@H]1CNC(=O)c2c(C(=O)Nc3cccc(Cl)c3)ncn21 | 2 | 19
N#Cc1c(N)[nH]c(C(=O)c2ccccc2)c1-c1ccc(Cl)cc1 | -5 | 10
O=C(Cn1c(Cn2c(-c3cnccn3)nc3ccccc32)nc2ccccc21)c1ccc(OC(F)(F)F)cc1 | -16 | -387
CN(C(=S)Nc1cccnc1)c1ccc(O)cc1 | 1 | 40*
NC(=S)NN=C1c2ccccc2-c2c(F)c(F)c(F)c(F)c21 | 7 | 24
OC[C@@H]1CN(CCN2CCOCC2)C[C@H](n2cnc3c(Nc4ccccc4)ncnc32)O1 | 2 | 22
COc1ccccc1CN1C(=O)C(C)ON=C1c1ccccc1F (configuration not stated) | 2 | 5
O=C(NCC1CC1)c1ccc(-n2ccnc2)c2ccoc12 | -1 | 24
COc1ccc(O)c(C=Nc2cc(NC(C)=O)c(Cl)cc2Cl)c1 | 19 | -37
CCOCCC(=O)Nc1ccc2c(c1)c(=O)n(C)n2-c1ccccc1F | 4 | -486
CCN1/C(=C/c2sc(-c3ccccc3C)c[n+]2C)Sc2ccccc21 | -35 | 0
O=c1cc(CN2CCOCC2)c2ccccc2o1 | 1 | 20
O=C1Cc2ccccc2C(=O)N1Nc1ccccc1 | -26 | -36
CC(O)(c1ccc(F)c(F)c1)c1nc(-c2cccc(C#N)c2)cs1 (configuration not stated) | 2 | 12
Cc1ccccc1NS(=O)(=O)c1ccc(C(=O)NCC2(N3CCOCC3)CCCCC2)cc1 | -1 | 1
Cc1ccc([C@H]2N[C@]3(CCCN(Cc4ccccc4)C3=O)[C@H]3C(=O)N(Cc4ccccc4)C(=O)[C@@H]23)cc1 | 4 | 7
CC(C(=O)Nc1ccc2c(c1)OCO2)N(C)CC(=O)Nc1ccc(Cl)cc1 (configuration not stated) | -1 | 7
Cc1cc(C=O)sc1[B-](F)(F)F | -1 | 14
Cc1ccc(C(=O)/C=C/c2cn(CC(O)CN3CCOCC3)c3ccccc23)cc1 (configuration not stated) | -25 | -370
CNc1cc(C(=O)Nc2cccc(OCc3ccccc3)c2)ncn1 | 0 | 12
Cc1ccn2c(C(C)O)nnc2c1 (configuration not stated) | 5 | 6

Whole records from above.
Record of COc1ccccc1CN1C(=O)C(C)ON=C1c1ccccc1F (configuration not stated) : SENP1 inh: 2; SENP8 block: 5
Record of Cc1cc(Br)cn2c(Cc3ccsc3)c(C3CCCCC3)nc12 : SENP1 inh: -9; SENP8 block: -28
Record of Cc1ccccc1NS(=O)(=O)c1ccc(C(=O)NCC2(N3CCOCC3)CCCCC2)cc1 : SENP1 inh: -1; SENP8 block: 1

Continued.
Value order: SENP1 inh | SENP8 block
- Cc1ccc(-c2nc3c4ccccc4ccn3c2Cc2ccsc2)cc1
    -11 | -217
- O=C1OC(c2ccccc2)(N(Nc2ccccc2)c2ccccc2)c2ccccc21 (configuration not stated)
    0 | 12
- CCOC(=O)C1=CCC(c2ccc(Cl)cc2)N(S(=O)(=O)c2ccc(C)cc2)C1 (configuration not stated)
    2 | 14
- CCOC(=O)[C@]12CCC=C1N(Cc1ccc(Cl)cc1Cl)C(=O)[C@H](CC(=O)N1CCC(c3ccccc3)CC1)C2
    0 | 8
- O=C(/C=C/c1ccccc1)c1ccc2ccccc2c1
    -1 | 11
- CN(C(=O)c1cccc(NC(=O)Cc2ccc(NC(=O)C3CCCN(C(=O)C4CCC4)C3)cc2)c1)C1CCCC1 (configuration not stated)
    2 | -1
- CCOC(=O)N1CCN(C(=O)C[C@@H]2C[C@@]3(C(=O)OCC)CCC=C3N(Cc3ccco3)C2=O)CC1
    -1 | 4
- CN(CC(=O)Nc1cccc(Cl)c1)S(=O)(=O)/C=C/c1ccccc1
    3 | 16
- C[C@H]1CCCCO[C@H](CN(C)Cc2ccc(C(=O)O)cc2)[C@@H](C)CN([C@@H](C)CO)C(=O)c2cc(NS(=O)(=O)c3cn(C)cn3)ccc2O1
    -1 | 3
- C=C(CN(C)C)C(=O)c1ccc(OC2OC(COC(C)=O)C(OC(C)=O)C(OC(C)=O)C2OC(C)=O)cc1 (configuration not stated)
    2 | 21
- CCOC(=O)C1(C)CCCCCN1C(=O)c1snnc1C (configuration not stated)
    -1 | 14
- CCON1C(=O)C2(CCCCC2)C(=O)C12C=CCCC2 (configuration not stated)
    -2 | 19
- CCN(C)C1CN(Cc2cn(Cc3cc(C)cc(C)c3)nn2)S(=O)(=O)C1 (configuration not stated)
    3 | 13
- CCOC(=O)C(CCc1ccccn1)c1ccccc1 (configuration not stated)
    1 | 10
- O=C(NCCCN1CCOCC1)/C(=C/c1ccc(-c2cccc([N+](=O)[O-])c2)o1)NC(=O)c1ccccc1
    -2 | 28
- Cc1cccnc1C1=NOC(Cc2ccccc2)C(=O)N1Cc1ccccc1F (configuration not stated)
    -1 | 7
- Cc1nn(-c2ccccc2)c(C)c1C(=O)OCC(=O)Nc1ccc(C(N)=O)cc1
    -4 | 9
- COc1cc(OC)nc(C(NC(=O)C2CCN(Cc3ccc(Oc4ccccc4)cc3)CC2)c2ccc(F)cc2)n1 (configuration not stated)
    0 | 12
- O=C(CNCc1ccc(Cl)cc1)Nc1cccc(C(=O)O)c1
    2 | 23
- CC(=O)Nc1cnc(-c2ccc(O)cc2C)cn1
    1 | -77
- O=c1oc2ccccc2c(O)c1Sc1c(O)c2ccccc2oc1=O
    1 | -16
- CCC(C)[C@H](NC(=O)N1CCN(C)CC1)C(=O)OC (some centres not stated)
    1 | 18
- CC(=O)NC(C)(c1ccccc1)c1nc(/C=C/c2ccccc2)cs1 (configuration not stated)
    1 | 4
- O=C(O)c1ccc(CN2C[C@@H](CO)O[C@@H](n3cnc4c(N5CCOCC5)ncnc43)C2)cc1
    2 | 16
- CC1=C(C(=O)N(C)C)CC(CC(=O)NCCc2ccccn2)C(=O)N1CCCN1CCCC1=O (configuration not stated)
    1 | 19
- COc1ccc(S(=O)(=O)N[C@H]2CC[C@H](CCNC(=O)c3ccccc3F)O[C@@H]2CO)cc1
    -2 | 16
- COc1ccc([C@H]2CC(=O)C[C@@H](CCn3cc(C)nn3)O2)cc1
    2 | 19
- CCCNC(=O)C1(C)CCN(Cc2ccc(OCc3ccccc3)cc2)C1 (configuration not stated)
    0 | 14
- O=C(Nc1ccccc1Cl)c1cc(C2CCCCN2C(=O)OCCF)on1 (configuration not stated)
    -2 | 1
- CON(C)C(=O)/C=C/c1ccc([B-](F)(F)F)cc1
    0 | 0
- N#CCCN(NC(=O)OCc1ccccc1)C(=O)OCc1ccccc1
    1 | 6
- COc1cc(/C=N/Nc2cccc(C)c2)ccc1OC(=O)c1cccs1
    -2 | -4
- Cc1cnc(N=Nc2ccccc2)[nH]1
    0 | 16
- CC(C)c1ccc(/C=c2\sc3n(c2=O)C(N)=C(C#N)C(c2ccc(C(C)C)cc2)C=3C(N)=O)cc1 (configuration not stated)
    -20 | -5
- CC1(C(=O)N2Cc3ccccc3C2)CCN1C(=O)C1(c2ccccc2)CC1 (configuration not stated)
    1 | 18
- COc1ccc2c(c1)CCCC(Br)C2=O (configuration not stated)
    1 | -35
- CN1CCN(c2ccccc2NC(=O)c2ccc(-c3cccc([N+](=O)[O-])c3)o2)CC1
    3 | 22
- Cc1c(C(=O)NCc2cccc(C(F)(F)F)c2)sc(=O)n1Cc1cccc(F)c1
    1 | 5
- O=C(CN1CCCCCC1)Nc1nc2ccccc2s1
    3 | 10
- CCCCNC(=O)c1nc(-c2cccnc2)oc1-c1ccc(OC(F)(F)F)cc1
    -1 | -420

Entries listed so far marked active in SENP1 inh:
SMILES | SENP1 inh
O=c1[nH]c2cc3ccccc3cc2nc1-c1nnnn1C1CCCC1 | 70*

Continuation:
Value order: SENP1 inh | SENP8 block
- CC(=O)OCCNc1cc(N2CCN(C)CC2)c2noc3c2c1C(=O)c1ccccc1-3
    12 | 47*
- COc1ccccc1-c1cc2nc(NCCc3ccc(S(N)(=O)=O)cc3)ccn2n1
    2 | -490
- COc1cc2c(cc1OC)C1CCN3C(=O)CCC3N1CC2 (configuration not stated)
    -8 | -71
- COc1cccc(C(NC(C)=O)c2nc(-c3ccccc3OC)cs2)c1 (configuration not stated)
    0 | 17
- O=C(NCc1ccco1)c1ccc2sc([C@H]3C[C@H](O)[C@@H](CO)O3)nc2c1
    -1 | 4
- Cc1ccc2c(CN3CCN(c4ccccc4F)CC3)cc(=O)oc2c1
    1 | -58
- O=C(Nc1nccs1)c1cc(-c2ccco2)nc2ccccc12
    9 | -376
- Cc1cc2nc(-c3cccc(Br)c3)c(CC3CCCCC3)n2c(C)c1Br
    0 | 5
- CC(C)NC(=O)C1(C)CCN1C(=O)c1ccc(F)c(Cl)c1 (configuration not stated)
    0 | 0
- CCOC(=O)N(C)c1c(CC)nc2c(OCc3ccccc3C(=O)OC)cccn12
    0 | 10
- CC1(C(=O)NS(=O)(=O)c2cccc(F)c2)CCN1C(=O)c1cccc2ccccc12 (configuration not stated)
    1 | 16
- COc1ccc(-c2csc(C(C)(O)c3ccccc3)n2)cn1 (configuration not stated)
    -1 | 21
- CCCCCCCCNS(=O)(=O)CCNCc1ccc(OC)cc1
    -2 | 3
- COC(=O)c1ccc(NCc2cc(O)ccc2O)cc1
    1 | 13
- c1ccc2c(c1)nc1n2CCC1
    1 | -3
- CCOC(=O)N(C)c1c(CC)nc2c(OCc3ccc(F)cc3)cccn12
    2 | -2
- O=[N+]([O-])c1cccc(C=NNc2ccccc2)c1
    1 | 10
- COC1OC(CO)C(N(C)C(C)=O)C1O (configuration not stated)
    2 | 32
- O=C1C(=NO)CCCc2ccccc21
    2 | 12
- COc1cc(N)c2ncccc2c1OC
    -1 | 14
- Cc1cc(C)cc(C(O)c2ncc(-c3ccc(C(F)(F)F)cc3)[nH]2)c1 (configuration not stated)
    0 | 10
- Cc1c(N=Nc2ccc(N(C)C)cc2)c(=O)n(-c2ccccc2)n1C
    22 | 32
- CN(Cc1ccccc1)C(=O)[C@@H]1CCCN1
    2 | 9
- COC(=O)C[C@H]1CC[C@H](NC(=O)Nc2ccccc2OC)[C@@H](CO)O1
    0 | 24
- O=C1C(=Cc2cccs2)Oc2ccccc21
    -153 | -131
- CCc1nc2c(OCc3ccc(F)c(F)c3)cccn2c1N(C)C(=O)C(C)C
    -1 | 10
- CCOC(=O)[C@]12CCCC=C1N(Cc1cccc3ccccc13)C(=O)[C@H](CC(=O)NCCCCc1ccccc1)C2
    2 | 8
